SMARCA2 act – SMARCA2 (BRM) function activators, primary screen, cell-based, luminescence, high throughput; MG213 cells, MMTV-luciferase reporter, dexamethasone, overnight; activation, % at 9.1 µM; actives 1% (n = 370,000); in the data active = activation above about 7.8%;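 note: 0% = vehicle wells and 100% = reference activator wells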
hgDAF12 agonist – H. glycines DAF-12 receptor agonists, primary screen, cell-based, luminescence, HEK293, GAL4 fusion, UAS-luciferase. AID 687014, 2013. HEK293 GAL4-hgDAF12 UAS-luciferase reporter, agonist luminescence; normalized to butyrate control. Nuclear hormone receptor DAF-12 (Heterodera glycines), GAL4 fusion. actives 1.8% (n = 370,000). activation, % at 6.8 µM;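 active = activation above a cutoff set at the mean of all screened compounds plus 3 SD, cut at about 10% in these data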;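 note: 0% = DMSO wells and 100% = sodium butyrate wells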
hcDAF-12 act – H. contortus DAF-12 nuclear receptor activators, primary screen, cell-based, luminescence, HEK293, lit1-tk-luc reporter; HEK293 hcDAF-12 lit1-tk-luc reporter; 0% DMSO, 100% Δ7-dafachronic acid; activation, % at 6.8 µM; actives 1.4% (n = 370,000); AID 652067, 2013;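 active = activation above the mean of all tested compounds plus 3 SD, cut at about 5.5% in these data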;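 note: 100% = response to 3 µM Δ7-dafachronic acid high control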
PG9 Ab binder – binders of HIV-1 gp120 antibody PG9, primary screen, biochemical, TR-FRET | HIV-1 gp120 / PG9 antibody interaction | TR-FRET gp120-PG9 antibody binding | inhibition, % at 6.7 µM | actives 0.43% (n = 360,000) | AID 624416, 2012; in the data active = inhibition above about 8.5%
ADAM17 inh – ADAM17 inhibitors, primary screen, biochemical, QFRET | Disintegrin and metalloproteinase domain-containing protein 17 (Homo sapiens), P78536 | actives 0.83% (n = 370,000) | AID 720648, 2013 | recombinant ADAM17, EDANS/DABCYL FRET peptide cleavage | inhibition, % at 6.95 µM;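 active = inhibition above the mean of compounds lying between control limits plus 3 SD, set per campaign, cut at about 8.5% in these data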;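 note: 0% = DMSO-only wells as the low control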
GAA850 FXN act – FXN promoter activators, primary screen, cell-based, luciferase luminescence, HEK293 lucGAA850 | HEK293 lucGAA850 FXN promoter luciferase reporter, 24 h; percent of 10 µM SAHA response | activation, % at 6 µM | actives 0.56% (n = 360,000) | AID 540364, 2011;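 active = activation above the average of all compounds screened plus 3 SD, cutoff fixed separately per campaign, cut at about 7.5% in these data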;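 note: 0% = DMSO wells and 100% = 10 µM SAHA wells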
ssDAF-12 act – S. stercoralis DAF-12 nuclear receptor activators, primary screen, cell-based, luminescence, HEK293, GRIP1 co-expression, lit1-tk-luc; Nuclear hormone receptor DAF-12 (Strongyloides stercoralis); HEK293 ssDAF-12/GRIP1 lit1-tk-luc reporter; % of 3 µM dafachronic acid response; actives 1% (n = 370,000); AID 652126, 2013; activation, % at 6.8 µM;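 active = activation above the mean over all tested compounds plus 3 SD, cut at about 0.9% in these data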;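 note: 0% = DMSO-only wells and 100% = 3 µM delta7-dafachronic acid wells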
ADAM10 inh – human ADAM10 inhibitors, primary screen, biochemical, QFRET, HTS; Disintegrin and metalloproteinase domain-containing protein 10 (Homo sapiens), O14672; recombinant ADAM10, EDANS/DABCYL FRET peptide cleavage, 3 h; actives 0.62% (n = 370,000); inhibition, % at 7 µM;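 active = inhibition above a per-campaign cutoff equal to the mean of compounds falling between control-based bounds plus 3 SD, cut at about 20% in these data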;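 note: 0% = DMSO wells while the 100% control is not disclosed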
Target sequence (O14672 214-748 limits assumed): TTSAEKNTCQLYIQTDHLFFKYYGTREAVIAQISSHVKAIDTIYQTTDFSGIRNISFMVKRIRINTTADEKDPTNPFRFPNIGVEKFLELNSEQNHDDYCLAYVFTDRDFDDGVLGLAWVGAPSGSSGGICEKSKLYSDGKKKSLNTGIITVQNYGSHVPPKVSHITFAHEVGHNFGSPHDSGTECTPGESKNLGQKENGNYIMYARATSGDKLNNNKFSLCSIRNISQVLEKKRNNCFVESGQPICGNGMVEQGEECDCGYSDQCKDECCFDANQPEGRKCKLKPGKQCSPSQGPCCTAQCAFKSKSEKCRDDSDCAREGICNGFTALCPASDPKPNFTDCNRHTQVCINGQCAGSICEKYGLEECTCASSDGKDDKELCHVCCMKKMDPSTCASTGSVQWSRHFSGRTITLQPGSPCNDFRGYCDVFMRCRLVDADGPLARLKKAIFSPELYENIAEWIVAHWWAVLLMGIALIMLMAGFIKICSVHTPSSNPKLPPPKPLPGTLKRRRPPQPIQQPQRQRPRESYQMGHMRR
DAX1 inh-1 – DAX1 (NR0B1) inhibitors, primary screen, cell-based, HEK293, Gal4-DAX1, luciferase luminescence; Nuclear receptor subfamily 0 group B member 1 (Homo sapiens), P51843; HEK293 Gal4-DAX1 luciferase reporter; inhibition, % at 6.75 µM; actives 0.99% (n = 340,000); AID 504766, 2011;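 active = inhibition above the mean over all tested compounds plus 3 SD, cut at about 4.2% in these data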;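 note: 0% = DAX1-transfected cells with DMSO and 100% = empty-vector control cells with DMSO; inhibition shows as a rise in luminescence from relieved DAX1 repression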
Target sequence (P51843 207-470 limits assumed): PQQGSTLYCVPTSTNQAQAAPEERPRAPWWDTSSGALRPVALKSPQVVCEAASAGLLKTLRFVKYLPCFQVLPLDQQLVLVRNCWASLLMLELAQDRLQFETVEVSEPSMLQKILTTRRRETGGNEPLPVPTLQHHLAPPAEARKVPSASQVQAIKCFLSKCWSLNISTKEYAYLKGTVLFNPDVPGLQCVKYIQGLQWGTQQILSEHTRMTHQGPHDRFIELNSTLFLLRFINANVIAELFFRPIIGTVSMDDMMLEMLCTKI
GC-A act – GC-A stimulated cGMP production enhancers – HEK293 GC-A cells, cGMP TR-FRET, EC30 ANP, primary screen; 0% at EC30 ANP, 100% saturating ANP; activation, % at 10 µM; actives 0.14% (n = 370,000); in the data active = activation above about 40%
DAX1 inh-2 – DAX1 (NR0B1) inhibitors on StAR promoter, primary screen, cell-based, luminescence, SF-1 (NR5A1), full-length DAX-1; HEK293T StAR-luciferase reporter, SF-1/DAX-1 repression relief; inhibition, % at 6.8 µM; actives 1.1% (n = 370,000); AID 652010, 2013;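 active = inhibition above the mean over all tested compounds plus 3 SD, cut at about 3.6% in these data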;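 note: 0% = DAX-1 cells with DMSO and 100% = cells lacking DAX-1 with DMSO; higher inhibition means more luminescence from relief of DAX-1 repression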
* = called active by the depositor; / = not tested or not shown.

cpd	molecule	SMARCA2 act	hgDAF12 agonist	hcDAF-12 act	PG9 Ab binder	ADAM17 inh	GAA850 FXN act	ssDAF-12 act	ADAM10 inh	DAX1 inh-1	GC-A act	DAX1 inh-2
1	O=C1CCC(C(=O)Nc2cccc(S(=O)(=O)N3CCOCC3)c2)N1 (stereo not drawn)	-4	-1.2	-0.8	0.0	-5	2.5	-1.8	-2	-0.3	2	-0.1
2	COc1ccc(C(=O)N2CCN(c3ccc([N+](=O)[O-])c(NCCc4ccc(OC)c(OC)c4)c3)CC2)cc1	-5	-5.2	-4.4	0.8	-3	-12	-2.3	-8	-4.7	5	-2.7
3	O=C(CC(=O)Nc1ccc(F)cc1)Nc1ccc(F)cc1	-1	-1.3	0.1	-1.4	-5	0.0	-0.8	2	2.1	0	-0.2
4	Cc1ccc(O)c(NC(=O)c2ccccc2-c2ccccc2C(=O)O)c1	-2	0.9	-1.2	-2.0	-2	-0.2	-0.6	10	0.1	6	0.2
5	CN(C)c1ccc(N=Cc2nc(-c3ccccc3)oc2OC(=O)c2cccc(Cl)c2)cc1	2	12*	1.0	-5.5	-1	5.5	-0.7	4	1.8	7	2.7
6	Cc1onc(-c2ccccc2Cl)c1C(=O)N1CCCCCC1	-2	1.4	-0.7	-0.6	-2	1.7	-0.4	-9	0.6	-2	-0.1
7	COc1ccc(OC)c(NC(=O)Nc2cnccn2)c1	0	0.8	-0.8	-0.4	-7	1.2	-1.1	-19	0.7	-1	0.2
8	O=C(c1nnc(-c2ccccc2)o1)C1CC1	-3	-0.7	-1.0	0.6	-1	1.8	-2.0	-4	-0.6	4	0.4
9	Cc1ccc2cc(CN(C(=O)c3cccs3)c3ccccc3)c(=O)[nH]c2c1	-1	2.6	-0.2	14*	-2	0.0	-0.5	-5	-1.4	-5	0.3
10	O=C(COC(=O)CCC1CCCC1)NCc1ccc(Cl)cc1	-2	0.5	-0.9	-0.9	1	0.4	-0.9	12	0.6	-2	-0.6
11	Cc1cc(C)c2cc(C#N)c(N3CCCN(C(=O)c4cnccn4)CC3)nc2c1	2	0.0	-2.0	-0.3	-59	-1.8	-0.8	-154	2.6	0	0.7
12	O=C(Nc1cccc(S(=O)(=O)N2CCCC2)c1)c1cc(S(=O)(=O)N2CCOCC2)ccc1F	-1	0.6	-0.6	0.0	5	-0.9	-0.9	-7	1.0	3	0.2
13	Cc1cc(C(=O)N2CCCC(C(=O)c3ccc4ccccc4c3)C2)n(C)n1 (stereo not drawn)	-3	1.1	0.0	-1.2	-15	1.8	-1.0	-45	0.1	-4	0.8
14	O=C(NCc1ccccc1)C1(c2cccc(F)c2)CCCC1	-2	-0.7	-1.6	0.0	-1	-0.6	0.0	-5	-1.5	-8	0.0
15	COc1ccc(C(=O)c2ccc(Cl)cc2)c(OC)c1OC	3	1.5	0.3	-0.3	0	0.1	-0.9	2	-0.5	-2	-0.1
16	O=C(CN1C2CCCC1CC(NC(=O)c1ccco1)C2)Nc1ccccc1 (stereo not drawn)	-1	-0.3	-1.5	-0.3	-2	-0.8	-1.3	-4	-0.9	0	-0.5
17	CCOC(=O)c1cc(-c2ccccc2)sc1NC(=O)C(C)Sc1nnnn1C (stereo not drawn)	-3	1.2	-1.7	-1.2	6	3.1	-1.6	15	-2.3	-6	-1.6
18	C[C@@H]1CCC[C@]2(O[C@@H](CCO)C[C@H](O)[C@H]2O)O1	1	1.2	0.1	0.4	1	-0.7	-1.0	-2	0.2	3	0.0
19	c1ccc2oc(-c3[nH]ncc3CN3CCSCC3)cc2c1	-4	-1.8	-1.1	-0.8	-1	0.7	-1.9	8	2.5	-1	0.4
20	COCCNC(=O)C1CCN(S(=O)(=O)c2ccccc2)CC1	0	-0.8	0.2	0.6	-5	-1.3	-1.4	3	0.9	2	-0.2
21	O=c1cc(CSc2nnnn2-c2ccc(O)cc2)nc2sccn12	-2	-5.5	-0.8	-2.4	-3	-1.2	-2.0	-5	-0.2	-2	0.3
22	O=C(CC[C@H]1O[C@@H](n2cnc3c(NC(=O)c4ccccc4)ncnc32)[C@H](O)[C@@H]1O)NCc1cccs1	-4	-1.6	-0.6	1.5	0	/	-0.2	4	/	2	-0.1
23	Cc1c(N=C/C=C2\N(C)c3ccccc3C2(C)C)c(=O)n(-c2ccccc2)n1C	-2	-0.1	0.0	-2.1	0	0.2	-1.6	-12	-0.7	-3	0.2
24	COc1cccc(NC(=O)CN(C)C(=O)c2cccc(NS(=O)(=O)c3ccc(Br)cc3)c2)c1	-3	-4.0	-0.8	-0.5	2	2.4	-1.0	1	-0.3	0	-0.5
25	O=C(C1CSC2(c3ccc(F)cc3)CCC(=O)N12)N1CCCCCC1 (stereo not drawn)	0	-1.1	-1.2	-0.2	-1	2.3	-1.3	12	0.7	-1	-0.5
26	CC(C)C(=O)Nc1nnc(CCc2ccccc2)s1	3	2.5	0.2	1.0	-1	3.5	-1.0	7	0.0	-1	0.1
27	CC1CCCC(C)N1CCCNC(=O)c1nn(C)c2c1CSc1ccccc1-2 (stereo not drawn)	-2	-1.5	0.4	-0.2	-5	0.3	-0.8	3	0.3	1	0.6
28	COc1ccc(-c2ccc(CN3C(C(C)C)C(=O)N(Cc4cn(Cc5ccco5)nn4)CCS3(=O)=O)cc2)cc1 (stereo not drawn)	-1	1.3	-1.0	0.1	7	-0.8	-2.1	9	-1.0	-8	0.0
29	Cc1ccc(C2(CCNCc3ccco3)CCOC(C(C)C)C2)cc1 (stereo not drawn)	-5	-2.8	-0.2	-1.9	-6	-1.5	-0.8	-12	-1.3	-42	0.7
30	Cc1cc2nc3c(nc2cc1C)C(O)=C3O	5	0.0	-1.2	-22	-8	2.3	-1.4	-14	1.6	1	-0.5
31	CCOC(=O)N1CCN(C(=O)c2ccc(CS(=O)(=O)c3ccc(OC)cc3)o2)CC1	-1	-2.6	-0.1	-1.2	3	14*	-1.0	-14	-3.3	-2	-0.2
32	Cc1cc(N2CCN(C)CC2)nc2ccc(NC(=O)c3cccnc3Cl)cc12	-2	1.6	0.3	-0.8	-3	0.6	-0.8	-20	-0.2	3	0.0
33	NC(=O)C1CCN(C(=O)c2cccc(CN3C(=O)c4ccccc4C3=O)c2)CC1	-4	1.0	-0.1	0.5	-5	-0.2	0.0	-4	-0.2	4	0.2
34	Cc1ccc(Oc2c(F)c(F)nc(N3CCCC3)c2F)cc1	0	1.5	-1.6	-1.1	-1	1.9	-1.3	0	0.0	1	-0.8
35	CC(C)c1cc(C(C)C)n2nc(N)nc2n1	1	-0.1	-2.4	-1.5	-6	3.1	-1.2	-10	0.8	4	0.1
36	CC1CCN(S(=O)(=O)c2cccc(C(=O)Nc3ccccc3)c2)CC1	-4	-4.7	-0.6	0.9	4	-0.5	-1.9	6	-2.5	4	-0.4
37	COc1ccc(/C=C(\NC(=O)/C=C/c2ccco2)C(=O)NCCc2nc3ccccc3[nH]2)cc1	-2	-0.5	0.8	-1.7	2	-1.1	-1.3	5	-2.2	-1	-0.5
38	CCCCCCCCN	-3	2.2	0.1	-0.6	-4	/	-0.8	-14	/	4	-0.6
39	CN(C(=O)COC(=O)c1ccc2ccccc2n1)c1ccccc1	2	0.7	0.2	1.5	1	-0.3	-1.3	2	-1.2	1	0.4
40	COc1cccc(C2(c3cccc(OC)c3)CC2C(=O)Nc2ccc(F)cc2)c1 (stereo not drawn)	-2	-4.4	-0.4	-1.7	4	-3.5	-1.6	8	0.3	-15	0.0
41	CC(C)(C)C(=O)CSc1nc2ccccc2o1	8.4*	6.4	1.5	-0.7	1	4.3	0.3	8	0.7	-4	1.3

Given with values under each structure: entries from further up
Every second line gives: SMARCA2 act | hgDAF12 agonist | hcDAF-12 act | PG9 Ab binder | ADAM17 inh | GAA850 FXN act | ssDAF-12 act | ADAM10 inh | DAX1 inh-1 | GC-A act | DAX1 inh-2
(36) CC1CCN(S(=O)(=O)c2cccc(C(=O)Nc3ccccc3)c2)CC1
    -4 | -4.7 | -0.6 | 0.9 | 4 | -0.5 | -1.9 | 6 | -2.5 | 4 | -0.4
(37) COc1ccc(/C=C(\NC(=O)/C=C/c2ccco2)C(=O)NCCc2nc3ccccc3[nH]2)cc1
    -2 | -0.5 | 0.8 | -1.7 | 2 | -1.1 | -1.3 | 5 | -2.2 | -1 | -0.5
(38) CCCCCCCCN
    -3 | 2.2 | 0.1 | -0.6 | -4 | / | -0.8 | -14 | / | 4 | -0.6
(39) CN(C(=O)COC(=O)c1ccc2ccccc2n1)c1ccccc1
    2 | 0.7 | 0.2 | 1.5 | 1 | -0.3 | -1.3 | 2 | -1.2 | 1 | 0.4
(40) COc1cccc(C2(c3cccc(OC)c3)CC2C(=O)Nc2ccc(F)cc2)c1 (stereo not drawn)
    -2 | -4.4 | -0.4 | -1.7 | 4 | -3.5 | -1.6 | 8 | 0.3 | -15 | 0.0

Screening results: PubChem BioAssay, several laboratories

No enrichment for hits; any-hit rate near 6.8%.
